# tim10-1 inh: inhibits growth of tim10-1 mutant yeast. S. cerevisiae tim10-1 ts strain growth, BacTiter-Glo, 24 h. inhibition, % at 20 µM. 2.2% of 330,000 active;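 active means inhibition of at least 40%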;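 further: mutant grown at 25 °C; 0% = DMSO wells with yeast and 100% = wells holding no yeast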
# TIM10 inh: growth inhibitors of TIM10 yeast strain | 1.4% of 330,000 active | S. cerevisiae TIM10 strain growth, BacTiter-Glo luminescence, 24 h | inhibition, % at 10 µM | AID 463195;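 active means inhibition of 40% or more at the single tested concentration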;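 further: wild-type TIM10 isogenic control strain grown at permissive 25 °C; 0% = DMSO yeast wells and 100% = minimal medium wells without yeast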
# APOBEC3A inh: blocks human APOBEC3A ssDNA deamination; recombinant A3A, FAM/TAMRA ssDNA deamination fluorescence; inhibition, % at 20 µM; 0.41% of 330,000 active; AID 493011;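 active means at least 40% inhibition at 20 µM here, with at most 30% in a related deaminase screen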;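 further: plate controls were A3A with DMSO for no effect and wells lacking A3A enzyme for full effect; some results filed as inactive read as strong as hits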
# Target sequence (P31941 whole entry, looked up): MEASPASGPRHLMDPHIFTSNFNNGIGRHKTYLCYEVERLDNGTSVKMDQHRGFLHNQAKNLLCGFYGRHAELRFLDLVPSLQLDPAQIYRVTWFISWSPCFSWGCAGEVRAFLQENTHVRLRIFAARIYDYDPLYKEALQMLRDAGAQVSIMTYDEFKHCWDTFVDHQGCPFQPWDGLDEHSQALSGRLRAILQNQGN
# NLRP3 yeast inh: NALP3 inhibition in yeast | 0.39% of 330,000 active | inhibition, % at 10 µM | Yeast reconstituted NLRP3/ASC/caspase-1, beta-gal luminescence, 24 h;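 active means inhibition of 50% or more; inactive means inhibition below 50%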;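 further: plate controls were induced DMSO wells for no effect and uninduced yeast grown without galactose for full effect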
# APOBEC3G inh: APOBEC3G (human) deaminase inhibition. Q9HC16. recombinant A3G, ssDNA deamination FAM/TAMRA fluorescence. inhibition, % at 20 µM. 0.28% of 330,000 active. AID 493012;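 active means inhibition of at least 40% at 20 µM, with no more than 30% in the related APOBEC3A deaminase screen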;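 further: plate controls were DMSO wells with A3G for no effect and wells lacking A3G enzyme for full effect; some compounds called inactive have numbers as strong as hits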
# mIAP inh: blocks mouse intestinal alkaline phosphatase. 0.2% of 330,000 active. inhibition, % at 10 µM. purified mouse IAP, CDP-Star luminescence, 30 min. AID 2806;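 active means inhibition of at least 40% at 10 µM in the primary screen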;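 further: plate controls were DMSO with enzyme for no effect and no enzyme wells for full effect; values of inactives mirror those of a sister screen read the other way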
# hIAP inh: blocks human intestinal alkaline phosphatase | P09923 | purified IAP, CDP-Star luminescence, 30 min | inhibition, % at 10 µM | 0.12% of 330,000 active;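 active means inhibition reaching a set limit with compound at 10 µM in the primary screen, cut at about 35% in these data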;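 further: plate controls were DMSO wells with enzyme for no effect and no-enzyme buffer wells for full effect; values of inactives mirror those of a sister screen read the other way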
# Target sequence (P09923 whole entry, looked up): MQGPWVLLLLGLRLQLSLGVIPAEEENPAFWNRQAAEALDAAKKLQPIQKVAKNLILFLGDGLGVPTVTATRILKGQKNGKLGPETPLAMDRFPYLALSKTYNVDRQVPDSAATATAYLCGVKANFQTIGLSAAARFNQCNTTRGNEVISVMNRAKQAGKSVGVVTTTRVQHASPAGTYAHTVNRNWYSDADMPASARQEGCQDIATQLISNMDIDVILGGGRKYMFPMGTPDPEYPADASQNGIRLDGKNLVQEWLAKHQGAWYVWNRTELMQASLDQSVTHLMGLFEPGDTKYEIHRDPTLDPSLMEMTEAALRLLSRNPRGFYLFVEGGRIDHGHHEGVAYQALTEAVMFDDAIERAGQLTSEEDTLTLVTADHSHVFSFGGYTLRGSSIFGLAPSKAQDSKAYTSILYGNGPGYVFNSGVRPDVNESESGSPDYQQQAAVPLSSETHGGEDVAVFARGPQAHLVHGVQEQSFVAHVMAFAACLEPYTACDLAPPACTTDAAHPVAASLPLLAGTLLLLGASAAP
# mIAP activ: mouse IAP activation; activation factor at 10 µM; 0.24% of 330,000 active; muIAP, CDP-Star luminescence, 30 min; hits give high values; 1 = vehicle-only enzyme signal, 0 = enzyme-free wells;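 active means activation factor of at least 2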; further: the source names both 10 and 20 µM as test concentration; values of inactives mirror those of a sister screen read the other way
#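 Assay system: mouse IAP enzyme; Reagent: CDP-Star chemiluminescent phosphatase substrate; Compound: DMSO-dissolved test compounds; Incubation: 30 min, room temperature; Technique: luminescence from enzymatic CDP-Star hydrolysis; Controls: DMSO-only wells and no-enzyme negative control.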
# MIN6 prolif: MIN6 beta-cell proliferation induction; AID 2380; proliferation, % at 10 µM; MIN6 cells proliferation, ATPlite luminescence, 48 h; cells starved in 0.2% serum; 100% = growth in 10% serum; 0.29% of 330,000 active;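 active means compounds whose signal lies at least 3.5 SD above the mean of all wells on their plate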;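 further: 0% = DMSO-treated cells in low-serum medium and 100% = 10% serum control; some compounds called inactive have numbers as strong as hits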
# Active calls of the source: *.
# Every second line gives: MIN6 prolif	tim10-1 inh	APOBEC3A inh	mIAP activ	hIAP inh	mIAP inh	APOBEC3G inh	TIM10 inh	NLRP3 yeast inh
[1] NNC(=O)c1csc(Cc2c(Cl)sc3ccc(Cl)cc23)n1
 : 0	32	-2	1	-4	-2	-10	18	10
[2] COc1ccc2c(c1)-c1c(ssc1=S)C(C)(C)N2
 : 2	32	-3	0.92	18	8	-5	31	30
[3] CC(C)NC(=O)c1cccc2c1-c1ccccc1C2=O
 : -2	7	0	1.1	-10	-9	-7	4	14
[4] O=C(Nc1ccccc1C(F)(F)F)C1CC(=O)N(c2ccccc2F)C1 (stereo not drawn)
 : 0	14	0	0.95	3	5	-4	-4	4
[5] Cc1ccc(S(=O)(=O)N2CCN(C(=O)CNC(=O)c3sc4ccccc4c3Cl)CC2)cc1
 : 0	-20	-1	0.95	14	5	-7	-4	12
[6] COc1ccc(/C=C(/NC(=O)/C=C/c2ccccc2)C(=O)O)cc1
 : -2	-6	-2	0.96	0	4	-1	9	2
[7] Cc1ccc(S(=O)(=O)N(c2nc(NC(C)C)nc(NC(C)C)n2)n2cnnc2)cc1
 : 0	-3	-1	0.99	-6	1	-7	2	17
[8] CC1(c2ccccc2)NC(=O)N(CC(=O)Nc2ccc(N3CCOCC3)cc2N2CCOCC2)C1=O (stereo not drawn)
 : -2	10	1	1	2	-5	0	2	12
[9] COC(=O)Nc1ccccc1C(=O)N1CCC(O)(c2ccc(Cl)cc2)CC1
 : -4	2	1	0.94	-7	6	7	11	-8
[10] Cc1nc2ccc(NC(=O)N3CCCCC3)cc2nc1C
 : -1	-34	-1	1	5	-3	-5	-17	16
[11] COc1cc(-c2nc3n(n2)C(c2ccncc2)C(C(N)=O)=C(C)N3)cc(OC)c1OC (stereo not drawn)
 : -2	4	-7	1.1	-2	-6	-8	0	9
[12] COc1cc2ccccc2cc1C(=O)Nc1nc(C)c(C(C)=O)s1
 : -3	-7	-2	1.1	-6	-6	-11	-1	7
[13] CC(C)Cc1nc2oc3c(=O)[nH]cnc3c2c2c1CCCC2
 : 0	18	-2	1.1	-13	-6	-2	-15	-31
[14] COc1cccc(NC(=O)Nc2cccnc2)c1
 : -2	-17	3	0.99	-1	1	-7	14	0
[15] O=C(Nc1ccc(S(=O)(=O)Nc2ncccn2)cc1)c1ccccc1NS(=O)(=O)c1ccc(F)cc1
 : -3	5	-4	0.98	14	2	-9	8	3
[16] CCOc1ccc2ncc(S(=O)(=O)c3ccccc3)c(N3CCC4(CC3)OCCO4)c2c1
 : 0.0*	5	1	0.91	7	9	-3	20	26
[17] N#Cc1ccsc1NC(=O)CSc1nnc(-c2ccccc2)o1
 : -1	4	0	0.98	13	2	-5	-3	-5
[18] COc1ccccc1N1CCN(C(=O)c2ccc(Cn3c(=S)[nH]c4cc5c(cc4c3=O)OCO5)cc2)CC1
 : -4	20	0	1	-25	-1	-4	3	-4
[19] Cc1nn(Cc2c(F)c(F)c(F)c(F)c2F)c(C)c1NC(=O)c1ccc(COc2ccc(F)cc2)o1
 : -4	40	-3	0.98	22	2	-8	34	-2
[20] COC(=O)c1cc(CSc2nc3ccc(C)cc3[nH]2)oc1C
 : 0	26	-2	1	-6	-1	-5	18	3
[21] N=C1CCC(=N)c2c1c(O)c1ccccc1c2O
 : -2	13	46	0.69	3	31	44	2	18
[22] CCOC(=O)c1cc(NC(=O)c2ccccc2)c(=O)n2c1oc1ccccc12
 : 2	-30	4	1.1	-11	-5	8	-8	17
[23] CN(C(=O)COC(=O)c1cc(NS(=O)(=O)c2cc([N+](=O)[O-])ccc2Cl)ccc1O)C1CCCCC1
 : -3	11	-1	0.85	5	15	-6	15	17
[24] C=C1CCN([C@H](C(=O)NCc2ccc(Cl)c(Cl)c2)C(C)C)S(=O)(=O)c2ccccc21
 : -8	11	5	0.98	-9	2	-1	0	2
[25] CC(=O)N1C(=O)c2cccc3cccc(c23)C(=O)N1C(C)=O
 : 5	15	3	1	6	-2	0	6	-6
[26] O=C(Nc1ncccc1O)c1ccc(S(=O)(=O)N2CCCC2)cc1
 : 3	-9	-2	0.92	18	8	-6	-3	14
[27] O=C(Nc1ccccc1)N1CC=C(c2ccccc2)CC1
 : -4	-15	11	1	3	-3	-5	-8	11
[28] COc1ccc(O)c(CNc2ccccc2F)c1
 : -5	0	4	0.97	-5	3	3	-17	26
[29] Cc1cc(C(=O)COC(=O)CNC(=O)c2ccccc2)c(C)n1CC1CCCO1 (stereo not drawn)
 : 3	14	-1	1	8	-4	-9	12	-7
[30] CCN(CC(=O)NCc1cccs1)CC(=O)Nc1c(Cl)ccc(C)c1Cl
 : -2	12	-4	1	-32	-2	-10	-2	8

# Single records (already shown). Screens in order: MIN6 prolif	tim10-1 inh	APOBEC3A inh	mIAP activ	hIAP inh	mIAP inh	APOBEC3G inh	TIM10 inh	NLRP3 yeast inh
# Listed for `COc1ccc(O)c(CNc2ccccc2F)c1` = -5	0	4	0.97	-5	3	3	-17	26
# Listed for `O=C(Nc1ncccc1O)c1ccc(S(=O)(=O)N2CCCC2)cc1` = 3	-9	-2	0.92	18	8	-6	-3	14
# Listed for `CC(=O)N1C(=O)c2cccc3cccc(c23)C(=O)N1C(C)=O` = 5	15	3	1	6	-2	0	6	-6
# Listed for `N=C1CCC(=N)c2c1c(O)c1ccccc1c2O` = -2	13	46	0.69	3	31	44	2	18

# (next part)
# Every second line gives: MIN6 prolif	tim10-1 inh	APOBEC3A inh	mIAP activ	hIAP inh	mIAP inh	APOBEC3G inh	TIM10 inh	NLRP3 yeast inh
[31] Oc1oc(-c2ccc(Br)cc2)nc1C=Nc1ccc(Br)cn1
 : 5	5	-1	0.97	21	3	-6	-5	5
[32] COc1ccc(-c2cc(C(F)(F)F)nc(S(C)(=O)=O)n2)cc1
 : -6	6	-4	0.96	17	4	-6	16	29
[33] CC(=O)N1c2ccc(S(=O)(=O)NCC3CCC(C(=O)NCc4ccccc4)CC3)cc2CC1C (stereo not drawn)
 : -2	-5	0	0.95	6	4	-2	-3	12
[34] CN(C(=O)c1c[nH]c(=O)cc1C(F)(F)F)c1ccc(Cl)cc1
 : -1	3	3	1	16	0	3	-14	16
[35] CC1(C)CC(=O)CC(C)(C)N1OC(=O)c1ccccn1
 : -1	4	0	1	-2	-4	1	-10	5
[36] O=C(Nc1ccccc1Cl)c1ccccc1S(=O)(=O)c1ccccc1[N+](=O)[O-]
 : 0	12	0	1	3	-2	-1	4	9
[37] CC(NC(=O)c1ccco1)c1nc(-c2ccccc2)no1 (stereo not drawn)
 : -1	2	6	0.99	-1	1	1	0	21
[38] COc1cc(C(=O)Oc2ccccc2/C=N/NC(=O)c2ccc(Cl)cc2)cc(OC)c1OC
 : 0	14	-4	0.84	4	16	-6	20	13
[39] Cc1cc(C)c(C#N)c(SCc2nnc(-c3ccccc3[N+](=O)[O-])o2)n1
 : 0	26	-2	0.94	18	6	-7	29	26
[40] CCN1CCN(C(=O)c2ccc(OCC(=O)Nc3ccc(F)cc3)c(OC)c2)CC1
 : 0	-3	0	1	5	-2	-1	2	4
[41] NC(=O)c1oc2ccccc2c1NC(=O)c1ccco1
 : 2	4	-3	1	4	-1	-10	-3	5
[42] CCOc1cc(/C=C2/C(=N)N3OC(C)=CC3=NC2=O)ccc1OCCOc1ccccc1
 : 3	8	-2	0.94	-12	6	1	9	6
[43] CCCCNC(=O)CSc1nnc(Cc2ccc(Cl)c(Cl)c2)c(=O)[nH]1
 : -3	-23	-3	0.94	3	6	-7	8	-5
[44] O=C(OC(C(=O)NCc1ccc2c(c1)OCO2)c1ccncc1)c1ccc(Cl)nc1 (stereo not drawn)
 : -2	4	0	0.89	-9	11	-7	-12	-17
[45] COCCCNC(=O)c1c(N)n(/N=C/c2cccnc2)c2nc3ccccc3nc12
 : 2	30	0	0.99	-12	1	2	9	12
[46] Cc1cc(C(=O)COC(=O)Cc2ccc(Br)cc2)c(C)n1C
 : -2	8	-3	1	-2	-3	-8	-8	16
[47] CCN(CC1COc2ccccc2O1)C(=O)CN1C(=O)NC(C)(c2ccccc2)C1=O (stereo not drawn)
 : -5	7	0	0.98	8	2	-1	9	15
[48] CC1CCC/C(=C\Nc2ccc(O)cc2)C1=O (stereo not drawn)
 : -3	17	3	0.96	17	4	3	10	-12
[49] COc1ccc(/C=N/OCC(=O)Nc2ccc3c(c2)OCO3)c(OC)c1
 : -1	18	4	1	-12	-4	-3	13	20
[50] CC(Oc1ccc(F)cc1)C(=O)Nc1cc(S(=O)(=O)N2CCCCC2)ccc1N1CCOCC1 (stereo not drawn)
 : -4	18	42*	0.94	-5	6	4	2	13
[51] CCc1ccc2nc(N(CCCN(C)C)C(=O)c3ccc(S(=O)(=O)N4CCCc5ccccc54)cc3)sc2c1
 : -7	40	0	0.92	-13	8	-3	38	21
[52] CCOC(=O)C1=C(c2ccccc2)N(C)C(=O)NC1c1ccc(OC(F)F)c(OC)c1 (stereo not drawn)
 : -1	17	2	0.98	-11	2	-2	-2	20
[53] Cc1ccc(S(=O)(=O)N2CCN(C(=O)CC3CCCC3)CC2)cc1
 : -1	13	4	1	-34	-4	1	-1	32
[54] CCC1(C)NC(=O)N(CC(=O)c2cc(C)n(C3CC3)c2C)C1=O (stereo not drawn)
 : 1	-10	-6	1.1	-2	-6	-10	7	5
[55] COCCn1c(SCc2ccc(OC)c(F)c2)nc2ccccc2c1=O
 : -1	-15	0	0.99	-8	1	-7	-9	25
[56] C=CCc1c(C)nc2c(OC)cccc2c1Cl
 : -1	26	-2	1	-8	0	-9	16	13
[57] COCCNC(=O)C(c1ccccc1)N(CCOC)C(=O)Cn1nnc2ccccc21 (stereo not drawn)
 : -2	15	-2	0.85	8	14	-2	-2	15
[58] COc1cccc(-c2nc(CS(=O)(=O)CC(=O)NCCC(C)C)c(C)o2)c1
 : -3	15	-3	1	3	0	-5	1	8
[59] O=C1NC(=Nc2cccc([N+](=O)[O-])c2)SC1(CO)CO
 : 0	4	-2	0.99	1	1	-5	-16	-7
[60] Cc1ccc(C(=O)NC2CCN(CC(=O)NC3CCC(C)CC3)CC2)cc1 (stereo not drawn)
 : 0	-54	0	0.92	13	8	-7	-12	13
[61] COc1cc(C)nc(N(C)C(C)=O)n1
 : 0	5	1	1	6	-3	2	-10	19

# An excerpt from above in order of molecular weight, ascending.
# Every second line gives: MIN6 prolif	tim10-1 inh	APOBEC3A inh	mIAP activ	hIAP inh	mIAP inh	APOBEC3G inh	TIM10 inh	NLRP3 yeast inh
[56] C=CCc1c(C)nc2c(OC)cccc2c1Cl
 : -1	26	-2	1	-8	0	-9	16	13
[59] O=C1NC(=Nc2cccc([N+](=O)[O-])c2)SC1(CO)CO
 : 0	4	-2	0.99	1	1	-5	-16	-7
[54] CCC1(C)NC(=O)N(CC(=O)c2cc(C)n(C3CC3)c2C)C1=O (stereo not drawn)
 : 1	-10	-6	1.1	-2	-6	-10	7	5
[60] Cc1ccc(C(=O)NC2CCN(CC(=O)NC3CCC(C)CC3)CC2)cc1 (stereo not drawn)
 : 0	-54	0	0.92	13	8	-7	-12	13
[55] COCCn1c(SCc2ccc(OC)c(F)c2)nc2ccccc2c1=O
 : -1	-15	0	0.99	-8	1	-7	-9	25
[52] CCOC(=O)C1=C(c2ccccc2)N(C)C(=O)NC1c1ccc(OC(F)F)c(OC)c1 (stereo not drawn)
 : -1	17	2	0.98	-11	2	-2	-2	20

# Compound activity deposited in PubChem by Sanford-Burnham Center for Chemical Genomics.
